Source: PubChem
LYPLA1 counter: counter-screen for PME1 inhibitors: inhibitors of human LYPLA1 | recombinant LYPLA1, FP-Rh probe fluorescence polarization | 320,000 tested, 0.16% active | AID 2174 | inhibition, % at 5.9 µM;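 active = inhibition above the mean of all tested compounds plus 3 SD, set per campaign, cut at about 14% in these data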;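 also: inhibitors block serine hydrolase probe labeling of LYPLA1 so polarization falls; 0% = enzyme with DMSO and 100% = wells lacking LYPLA1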
Target sequence (O75608 whole entry, looked up): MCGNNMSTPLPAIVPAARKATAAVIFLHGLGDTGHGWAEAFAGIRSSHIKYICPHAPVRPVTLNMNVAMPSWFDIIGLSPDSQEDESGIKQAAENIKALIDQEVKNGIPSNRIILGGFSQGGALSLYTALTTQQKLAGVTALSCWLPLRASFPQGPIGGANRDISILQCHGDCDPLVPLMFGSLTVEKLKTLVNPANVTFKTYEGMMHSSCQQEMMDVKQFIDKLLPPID
LYPLA2 counter: blocks human lysophospholipase 2, a PME1 counter-screen; O95372; recombinant LYPLA2, FP-Rh probe fluorescence polarization; inhibition, % at 5.9 µM; 320,000 tested, 0.38% active; AID 2177;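 active = inhibition above the screen-wide mean plus 3 SD, limit set per campaign, cut at about 26% in these data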;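 also: 0% = LYPLA2 with DMSO and 100% = wells lacking LYPLA2 enzyme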
PAFAH1B2 FP inh: PAFAH1B2 (human) inhibition; recombinant PAFAH1B2, FP-rhodamine activity probe, fluorescence polarization; P68402; inhibition, % at 3.39 µM; 340,000 tested, 1.2% active;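 active = inhibition above the mean of all tested compounds plus 3 SD, cut at about 24% in these data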;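 also: 0% = enzyme with DMSO and 100% = wells lacking PAFAH1B2; many of its hits are not listed in these tables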
PAD4 FP inh: inhibitors of human PAD4 | Q9UM07 | recombinant PAD4, RCA probe fluorescence polarization | inhibition, % at 6.36 µM | 330,000 tested, 0.41% active | AID 485272;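 active = percent inhibition above a cutoff equal to the mean of all tested compounds plus 3 SD, cut at about 15% in these data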;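 also: 0% = PAD4 with RCA probe and DMSO and 100% = probe without PAD4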
PAFAH2 inh: PAFAH2 (human) inhibition | recombinant PAFAH2, FP-rhodamine activity probe, fluorescence polarization | inhibition, % at 3.39 µM | 340,000 tested, 0.99% active;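 active = inhibition above the mean over all tested compounds plus 3 SD, cut at about 30% in these data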;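 also: inhibitors block probe labeling of enzyme so polarization drops; 0% = enzyme with DMSO and 100% = wells lacking PAFAH2 protein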
pPAFAH FP inh: inhibitors of human plasma PAF acetylhydrolase (pPAFAH); 330,000 tested, 1.5% active; inhibition, % at 3.39 µM; recombinant pPAFAH, FP-rhodamine probe fluorescence polarization; Q13093;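 active = inhibition above the mean inhibition across the screen plus 3 SD, cut at about 25% in these data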;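 also: inhibitors block binding of the rhodamine activity-based probe so polarization drops; 0% = enzyme with DMSO and 100% = wells lacking pPAFAH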
Target sequence (Q13093 whole entry, looked up): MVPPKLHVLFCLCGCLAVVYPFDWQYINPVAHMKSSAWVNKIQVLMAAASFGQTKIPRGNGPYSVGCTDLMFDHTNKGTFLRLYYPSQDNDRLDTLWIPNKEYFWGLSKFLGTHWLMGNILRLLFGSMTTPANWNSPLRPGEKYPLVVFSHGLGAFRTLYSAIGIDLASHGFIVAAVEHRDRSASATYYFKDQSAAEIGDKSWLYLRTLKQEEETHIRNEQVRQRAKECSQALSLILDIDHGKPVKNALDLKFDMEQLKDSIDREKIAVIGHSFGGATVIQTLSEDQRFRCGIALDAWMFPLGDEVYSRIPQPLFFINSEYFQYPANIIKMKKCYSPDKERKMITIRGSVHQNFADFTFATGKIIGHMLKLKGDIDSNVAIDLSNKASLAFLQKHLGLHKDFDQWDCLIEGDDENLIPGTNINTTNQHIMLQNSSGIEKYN
PAFAH1B3 inh: inhibitors of human PAFAH1B3. inhibition, % at 3.39 µM. 340,000 tested, 0.28% active. AID 492972. recombinant PAFAH1B3, FP-rhodamine probe, fluorescence polarization;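 active = inhibition above the screen-wide average of all tested compounds plus 3 SD, cut at about 25% in these data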;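 also: 0% = enzyme with DMSO only and 100% = wells lacking PAFAH1B3 protein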
PREPL inh: inhibitors of human prolyl oligopeptidase-like enzyme PREPL; Q4J6C6; recombinant PREPL, fluorescence polarization activity-based probe; inhibition, % at 5.96 µM; 320,000 tested, 0.68% active; AID 2751; in the data active = inhibition above about 43%;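 also: 0% = enzyme with DMSO and 100% = wells lacking enzyme; many of its hits are not listed in these tables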
GSTO1 counter: GSTO1 inhibition, counter-screen for RBBP9 inhibitors; P78417; recombinant GSTO1, activity-based probe fluorescence polarization; inhibition, % at 5.96 µM; 300,000 tested, 1.1% active; AID 1974;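 active = inhibition above the campaign mean inhibition plus 3 SD, cut at about 35% in these data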;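 also: 0% = GSTO1-1 with DMSO and 100% = wells lacking GSTO1-1 enzyme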
Target sequence (P78417 whole entry, looked up): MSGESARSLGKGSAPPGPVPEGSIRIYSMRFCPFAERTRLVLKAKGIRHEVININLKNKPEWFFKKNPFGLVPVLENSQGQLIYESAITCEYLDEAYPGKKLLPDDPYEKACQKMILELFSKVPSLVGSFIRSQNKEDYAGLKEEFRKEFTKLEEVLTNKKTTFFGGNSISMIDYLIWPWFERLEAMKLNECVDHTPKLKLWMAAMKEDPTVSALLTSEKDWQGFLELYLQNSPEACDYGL
* marks the source's active call; other numbers are inactive results; · = not tested or not shown. These rows are one share of the data, so the mix of outcomes need not match the whole.

SMILES	LYPLA1 counter	LYPLA2 counter	PAFAH1B2 FP inh	PAD4 FP inh	PAFAH2 inh	pPAFAH FP inh	PAFAH1B3 inh	PREPL inh	GSTO1 counter
Cc1cccc(C)c1NC(=O)CNC(=O)Cc1ccccc1[N+](=O)[O-]	-5	2	6	3	-7	0	12	0	4
NC(=O)c1ccccc1NC(=S)NC(=O)CCc1ccccc1	0	-2	4	0	-3	-5	-6	-1	7
Cc1ccccc1-c1nc(CN2CCCC2c2ccc(F)cc2)c(C)o1 (centres undefined)	2	-2	8	1	3	6	-4	-6	2
CC(=O)c1ccc(N2CCN(S(=O)(=O)c3c(C(=O)N4CCCCC4)c(C)n(C)c3C)CC2)cc1	-1	0	3	2	-4	-1	8	21	-4
Cn1c(N)c(C(=O)COC(=O)c2nc(Cl)ccc2Cl)c(=O)n(C)c1=O	2	2	0	1	12	-1	-6	-8	-1
CCOC(=O)c1ccccc1NC(=O)COC(=O)C1CC(=O)N(CCc2ccccc2)C1 (centres undefined)	-1	5	4	-1	-2	7	5	-12	6
COC(=O)CCCC1=CC2=C(c3ccccc3)C(=O)C(C)(OC(=O)C3CCCC3)C(=O)C2=CN1CCc1ccccn1 (centres undefined)	0	1	2	-4	-3	-6	3	8	31
C[C@@H](Nc1nc(-c2ccccc2)nc2c1oc1ccccc12)C(=O)O	-2	-7	6	4	10	0	10	0	-23
C=CCn1c(SCC(=O)Nc2ccc3c(c2)OCO3)nnc1-c1ccccc1	-4	3	-5	0	0	6	0	20	4
CCCN1/C(=C(/C#N)C2=NS(=O)(=O)c3ccccc32)N(C)c2ccccc21	0	1	3	-5	0	0	-2	3	3
CCOC(=O)c1cc(C)n(Cc2ccccc2)c1C	-6	-9	4	4	-8	7	5	-2	2
O=C(Nc1cc(C(F)(F)F)ccc1N1CCCC1)c1ccc2c(c1)OCO2	-2	9	-4	4	23	4	3	0	16
FC(F)(F)c1nnc2sc(-c3ccco3)nn12	1	1	6	-6	-4	6	0	-2	-2
COC(=O)c1sc(N2C(=O)C(=O)/C(=C(/O)c3ccccc3)C2c2ccco2)nc1C (centres undefined)	-1	2	0	4	3	-1	6	8	5
Cc1sc2nc(N3CCOCC3)[nH]c(=O)c2c1-c1ccccc1	1	-2	-2	1	-11	3	4	-5	1
Cc1cccc(N=C2NC(=O)/C(=C/c3cccn3C)S2)c1	-1	-5	-5	-3	5	13	7	22	-84
Cc1ccc(S(=O)(=O)N(C)C)cc1NC(=S)NNC(=O)C(N)=O	0	-2	·	0	·	0	·	-5	5
O=C(CN1CCN(c2ccccc2F)CC1)Nc1ccccc1F	1	-5	1	-1	1	-1	0	16	-2
COc1cc(OC)cc(-c2nnc(Sc3ccc(C=O)cc3[N+](=O)[O-])o2)c1	-1	10	·	26*	·	7	·	16	18
O=C(/C=C\c1ccccc1[N+](=O)[O-])Nc1ccccc1	-1	2	-1	-3	-4	2	0	10	-1
CC(=O)c1ccc(NC(=O)c2ccc(COc3ccccc3[N+](=O)[O-])o2)cc1	-9	-1	-2	-5	-3	-4	7	-22	1
O=C(O)/C=C1\CCCc2ccccc2C1O (centres undefined)	2	2	1	-8	-11	-1	15	4	1
CSc1ccccc1NC(=O)Cn1c([N+](=O)[O-])cnc1C	2	5	3	-3	0	3	15	0	-4
COC(=O)c1cc(OC)c(OC)cc1NC(=O)CSc1ccc(C)cc1	0	8	10	3	1	2	2	9	2
CC(NC(=O)c1ccc2c(=O)n3c(nc2c1)CCC3)c1ccc(S(N)(=O)=O)cc1 (centres undefined)	0	-1	-1	-2	-2	-5	3	-12	-4

Some of these compounds in order of the PAD4 FP inh value, largest number first.
mol	PAD4 FP inh
CC(=O)c1ccc(N2CCN(S(=O)(=O)c3c(C(=O)N4CCCCC4)c(C)n(C)c3C)CC2)cc1	2
Cc1ccccc1-c1nc(CN2CCCC2c2ccc(F)cc2)c(C)o1 (centres undefined)	1
CCOC(=O)c1ccccc1NC(=O)COC(=O)C1CC(=O)N(CCc2ccccc2)C1 (centres undefined)	-1
CC(NC(=O)c1ccc2c(=O)n3c(nc2c1)CCC3)c1ccc(S(N)(=O)=O)cc1 (centres undefined)	-2
O=C(/C=C\c1ccccc1[N+](=O)[O-])Nc1ccccc1	-3
CCCN1/C(=C(/C#N)C2=NS(=O)(=O)c3ccccc32)N(C)c2ccccc21	-5
FC(F)(F)c1nnc2sc(-c3ccco3)nn12	-6

The list goes on.
SMILES	LYPLA1 counter	LYPLA2 counter	PAFAH1B2 FP inh	PAD4 FP inh	PAFAH2 inh	pPAFAH FP inh	PAFAH1B3 inh	PREPL inh	GSTO1 counter
Cc1ccccc1Nc1nc2ccccc2s1	4	-10	2	2	5	4	4	-7	3
C=CCSC1=C(C#N)C(c2ccc(OCC)cc2)CC(=O)N1 (centres undefined)	0	0	-2	-4	-1	11	3	-4	3
Cc1nc(NC(=O)CSc2nc(N)cc(N)n2)sc1C	-8	-2	3	0	1	6	1	-6	17
Cc1cc(C)c(S(=O)(=O)NCC(c2ccc3c(c2)OCO3)N2CCOCC2)c(C)c1 (centres undefined)	2	-4	2	1	5	5	4	1	4
Cc1c(C)n(CC(O)CNCCO)c2ccccc12 (centres undefined)	-2	7	1	-2	-7	5	-1	10	1
O=C1c2ccccc2C2NC(=O)C3(CCCCC3)N12 (centres undefined)	6	0	10	0	-1	0	-1	9	1
CC(=O)c1ccc(NC(=O)C2CCCN(S(=O)(=O)c3c(C)[nH]c(=O)[nH]c3=O)C2)cc1 (centres undefined)	0	-5	9	-3	2	0	5	-6	0
Cc1cc(F)c(F)c(C(=O)N2C(C)CCCC2C)c1Cl (centres undefined)	2	-1	0	-5	5	-4	8	6	9
Cc1ccc(C)c(NC(=O)CN2C(=O)CC(C)S(=O)(=O)c3ccccc32)c1 (centres undefined)	-2	0	-6	-5	1	-4	7	3	6
COc1ccccc1NC(=O)C(=O)N1CCCC1	-2	7	3	-1	1	2	4	-2	14
O=C(COC(=O)c1cncc(Br)c1)Nc1ccc(N2CCCCC2)cc1	-1	12	1	0	9	11	10	12	·
O=C(c1cccc(Cl)c1)N1CCCC(c2ccc(Cl)cc2)=N1	-1	4	1	0	11	10	8	-20	-5
Cc1cc(OCCCN2CCN(Cc3ccccc3)CC2)ccc1[N+](=O)[O-]	5	34*	9	1	7	-1	3	6	-6
Nn1c(SCC(=O)NC(=O)Nc2ccc3c(c2)OCCO3)nnc1C1CC1	2	3	1	-1	-4	4	-1	2	1
Cc1ccc(S(=O)(=O)N2C[C@@H]3[C@H]4CC[C@H](C4)[C@@H]3[C@@H](C)[C@@H]2c2ccn([Si](C(C)C)(C(C)C)C(C)C)c2)cc1	·	·	4	6	0	3	9	·	·
O=C(CCCc1ccccc1)N1CCN(c2ccc([N+](=O)[O-])cc2)CC1	33*	39*	8	-4	13	13	1	-15	-1
CC(=O)OCC(=O)NCC(=O)c1c[nH]c2ccccc12	0	-5	-4	-5	-1	0	3	9	-5
CCOc1cc(N2CCOCC2)c(OCC)cc1NC(=O)COC(=O)c1ccccc1C	0	0	3	5	-6	6	1	20	-11
COc1ccc(C(=O)c2c[nH]cc2-c2ccccc2)cc1	-1	-2	9	4	3	2	6	-6	2
O=C(c1ccc2c(=O)n3c(nc2c1)CCCCC3)N1CCN(c2ccccc2F)CC1	-5	2	2	4	4	7	7	15	3
CCOC(=O)C1CCCN(CCC(=O)Nc2cccc(F)c2)C1 (centres undefined)	-2	2	-2	2	-1	0	5	1	0
COc1ccccc1C(=O)COC(=O)CNS(=O)(=O)c1ccc(C)c(C)c1	-2	-1	6	3	5	7	3	-2	10
CC(C)C(c1nnnn1C1CCCCC1)N1CCCc2ccccc21 (centres undefined)	-2	3	2	1	4	1	4	15	5
CCOc1ccccc1NC(=O)CN(C)S(=O)(=O)c1ccc2[nH]c(=O)oc2c1	-3	1	5	-6	4	0	14	-4	-2
CCOc1ccccc1OCCCCOc1ccccc1F	3	2	2	-3	-1	10	6	0	0
(continued)
SMILES	LYPLA1 counter	LYPLA2 counter	PAFAH1B2 FP inh	PAD4 FP inh	PAFAH2 inh	pPAFAH FP inh	PAFAH1B3 inh	PREPL inh	GSTO1 counter
Cc1ccc(NN2C(=O)C=C(c3ccc(Cl)cc3)C2=O)cc1	-4	5	1	-8	-5	5	-2	-15	2
Cn1cnc(S(=O)(=O)NCc2ccccc2)c1	1	4	5	-4	7	3	8	-12	-1
COc1ccc(S(=O)(=O)N2CCN(C(=O)c3cc(C)oc3C)CC2)cc1	-1	0	4	-7	-2	1	1	6	8
O=C(CN1CCN(S(=O)(=O)c2ccc(F)cc2)CC1)Nc1ccc(Cl)cn1	1	6	7	-3	1	3	12	-9	6
CS(=O)(=O)Nc1ccccc1NS(C)(=O)=O	1	7	·	0	·	-1	·	-13	14
Cc1ccc(N(CC(=O)NC(C)c2ccccc2)S(=O)(=O)c2c(C)noc2C)cc1 (centres undefined)	0	3	5	5	0	-1	2	3	1
CCn1c(C)nc2cc(C(=O)NNC(=S)Nc3ccc(F)cc3)ccc21	5	-6	-1	-4	1	7	9	0	-8
COc1ccc(Cl)cc1-c1nc(SCC(=O)N(C)C)n[nH]1	-1	7	3	-3	2	-3	6	16	0
COc1ccc(S(=O)(=O)N(C)C[C@H]2Oc3c(NC(=O)C4CCCCC4)cccc3C(=O)N([C@H](C)CO)C[C@@H]2C)cc1	·	·	4	-1	5	1	2	17	·
CCOC(=O)CC(=O)CSc1nc2c(cc1C#N)CCCCCC2	3	8	18	-2	5	0	10	8	-5
CCOC(=O)c1cc2c(=O)n3ccccc3nc2n(CCCOC)c1=NC(=O)c1ccncc1	-1	1	3	-3	-7	3	6	13	-1

Single records, as listed above:
Listed for CCOC(=O)c1cc2c(=O)n3ccccc3nc2n(CCCOC)c1=NC(=O)c1ccncc1 → LYPLA1 counter = -1; LYPLA2 counter = 1; PAFAH1B2 FP inh = 3; PAD4 FP inh = -3; PAFAH2 inh = -7; pPAFAH FP inh = 3; PAFAH1B3 inh = 6; PREPL inh = 13; GSTO1 counter = -1
Listed for Cn1cnc(S(=O)(=O)NCc2ccccc2)c1 → LYPLA1 counter = 1; LYPLA2 counter = 4; PAFAH1B2 FP inh = 5; PAD4 FP inh = -4; PAFAH2 inh = 7; pPAFAH FP inh = 3; PAFAH1B3 inh = 8; PREPL inh = -12; GSTO1 counter = -1
Listed for Cc1ccc(NN2C(=O)C=C(c3ccc(Cl)cc3)C2=O)cc1 → LYPLA1 counter = -4; LYPLA2 counter = 5; PAFAH1B2 FP inh = 1; PAD4 FP inh = -8; PAFAH2 inh = -5; pPAFAH FP inh = 5; PAFAH1B3 inh = -2; PREPL inh = -15; GSTO1 counter = 2
